OXTR ag – human OXTR agonism; CHO-OTR cells, Fluo-8 calcium fluorescence; normalized: DMSO 0%, oxytocin 100%; P30559; 320,000 compounds, 0.32% hits; activation, % at 3 µM;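 active = activation above the mean of all tested compounds plus 3 SD, cutoff set per screening run, cut at about 20% in these data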;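 note: peak over basal fluorescence ratio from a 100 s FLIPR kinetic read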
NALP1 yeast inh – inhibitors of NALP1 inflammasome in yeast; S. cerevisiae NALP1/ASC/caspase-1 growth, X-gal OD620, 72 h; inhibition, % at 10 µM; 280,000 compounds, 0.61% hits; AID 2071; in the data active = inhibition mostly above about 24%, no sharp cut-off; inactive = mostly below about 32%; note: some compounds called inactive have numbers as strong as hits
GPR7 antagonist – antagonists of human GPR7 (neuropeptides B/W receptor 1); GPR7-expressing cells, fluorescence antagonist assay; inhibition, % at 4.4 µM; 290,000 compounds, 1.1% hits; in the data active = inhibition above about 16%, passing the limit was not always enough;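 note: cells stimulated with the agonist NPW; 0% = agonist with vehicle and 100% = vehicle without agonist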
Target sequence (P48145 whole entry, looked up): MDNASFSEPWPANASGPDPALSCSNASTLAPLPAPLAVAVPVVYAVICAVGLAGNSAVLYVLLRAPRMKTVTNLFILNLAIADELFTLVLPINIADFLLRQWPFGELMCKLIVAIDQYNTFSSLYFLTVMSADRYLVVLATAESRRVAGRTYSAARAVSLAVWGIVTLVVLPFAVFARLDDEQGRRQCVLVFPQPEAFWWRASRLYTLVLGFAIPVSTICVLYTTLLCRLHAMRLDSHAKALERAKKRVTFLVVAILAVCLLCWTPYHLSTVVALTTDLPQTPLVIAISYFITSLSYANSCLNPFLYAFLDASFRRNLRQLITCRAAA
V1aR counter – activates human V1a receptor in oxytocin agonist counter-screen | P37288 | CHO-V1R cells, Fluo-8 calcium fluorescence, agonist mode; 0% DMSO, 100% 3 nM vasopressin | activation, % at 3 µM | 320,000 compounds, 0.25% hits | AID 2797;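 active = activation above the mean activation of all tested compounds plus 3 SD, per screening run, cut at about 20% in these data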;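 note: signal is peak over basal fluorescence ratio across a 100 second FLIPR read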
Target sequence (P37288 whole entry, looked up): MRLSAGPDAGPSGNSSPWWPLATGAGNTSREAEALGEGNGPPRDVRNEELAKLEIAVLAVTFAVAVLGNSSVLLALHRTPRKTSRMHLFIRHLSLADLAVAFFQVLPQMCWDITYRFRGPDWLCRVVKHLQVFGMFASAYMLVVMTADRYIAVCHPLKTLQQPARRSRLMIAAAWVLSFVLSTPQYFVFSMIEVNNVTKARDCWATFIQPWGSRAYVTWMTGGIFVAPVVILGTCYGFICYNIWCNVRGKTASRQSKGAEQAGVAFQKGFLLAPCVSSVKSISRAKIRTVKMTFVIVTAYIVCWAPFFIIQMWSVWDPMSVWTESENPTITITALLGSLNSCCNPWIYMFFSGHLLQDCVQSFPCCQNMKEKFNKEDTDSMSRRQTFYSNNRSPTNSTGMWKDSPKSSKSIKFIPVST
GalR3 antagonist – human GalR3 antagonism. AID 651719. O60755. HEK293 GalR3-CNG cAMP membrane potential fluorescence; galR3 body fused to GalR1 C-terminus. inhibition, % at 3 µM. 360,000 compounds, 0.44% hits;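 active = inhibition above the screen-wide average plus 3 SD, cut at about 13% in these data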;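 note: forskolin and galanin both at EC90 stimulate the cells; cAMP rise reported by CNG channel membrane potential dye signal; 0% = forskolin plus galanin with DMSO and 100% = forskolin alone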
Target sequence (O60755 1-299 limits assumed): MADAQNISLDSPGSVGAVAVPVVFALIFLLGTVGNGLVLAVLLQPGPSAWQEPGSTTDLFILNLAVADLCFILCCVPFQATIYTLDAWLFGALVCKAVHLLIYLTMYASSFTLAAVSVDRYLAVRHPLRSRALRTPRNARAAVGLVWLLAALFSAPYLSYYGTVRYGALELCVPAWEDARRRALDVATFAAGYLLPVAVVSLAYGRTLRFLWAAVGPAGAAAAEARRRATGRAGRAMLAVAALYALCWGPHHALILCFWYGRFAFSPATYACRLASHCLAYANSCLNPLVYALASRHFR
MEKK2 WT-MEK5 – raises or lowers MEK5 binding to wildtype human MEKK2 PB1 domain. AID 1531. 290,000 compounds, 1.1% hits. Q9Y2U5. binding response (% of control), % at 10 µM. bead flow cytometry, Alexa488-MEK5 binding to MEKK2 WT; actives lie on both sides; in the data active = binding response below about 67% or above about 130%
OXTR potentiate – potentiators of human oxytocin receptor. CHO-OTR cells, Fluo-8 calcium fluorescence, potentiator mode; 0% = oxytocin EC15, 100% = EC100. P30559. 320,000 compounds, 0.061% hits. activation, % at 3 µM;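 active = activation above that plate's cutoff, the mean activation of tested compounds plus 3 SD, cut at about 6.6% in these data, passing the limit was not always enough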;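 note: 100% uses oxytocin at 75 nM as the full agonist control; some results filed as inactive read as strong as hits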
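Material: human OTR in CHO cells. Compound: 3.0 µM, one dose. Timing: compound 6 min at room temperature before oxytocin, 100 s read. Evaluation: % activation of max/min ratio relative to oxytocin controls. Replication: single well per compound, singlicate. Signal: Fluo-8 calcium dye fluorescence.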
MEKK2 mut-MEK5 – signal of MEK5 binding to mutant human MEKK2 PB1 domain | bead flow cytometry, Alexa488-MEK5 binding to MEKK2 mutant | 290,000 compounds, 0.35% hits | percent response, % at 10 µM; in the data active = percent response above about 24%, passing the limit was not always enough; note: inactives centre near 1; some results filed as inactive read as strong as hits
PfM18AAP inh – PfM18AAP enzyme inhibition; 290,000 compounds, 1.2% hits; recombinant PfM18AAP, H-Glu-NHMec fluorogenic cleavage; inhibition, % at 7.35 µM; AID 1822;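 active = inhibition above the campaign mean inhibition over all tested compounds plus 3 SD, cut at about 28% in these data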;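 note: 0% = plate median of test compound wells and 100% = 2 mM ZnCl2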
The depositor's hits bear a star; / = no result given.

SMILES	OXTR ag	NALP1 yeast inh	GPR7 antagonist	V1aR counter	GalR3 antagonist	MEKK2 WT-MEK5	OXTR potentiate	MEKK2 mut-MEK5	PfM18AAP inh
Cc1ccc(NC(=O)C(C)OC(=O)c2ccc(NS(=O)(=O)c3ccc(F)c(F)c3)cc2)cc1 (configuration not stated)	2.4	31	9	5.5	-4	100	-11	-1	-1
C/C(=N\NC(=O)CCCNc1cccc(C)c1)c1ccncc1	-0.5	18	0	1.1	2	96	-14	-6	9
COc1ccccc1CCNS(=O)(=O)c1c(C)n(C)c(=O)n(C)c1=O	-0.9	/	-7	-0.2	/	104	0	6	-2
N#Cc1ccc(Oc2cc(C(F)(F)F)nc(-c3ccccn3)n2)cc1	1.8	-4	-23	-0.4	-3	105	2	10	4
CCNC(=S)N/N=C(\C)c1cccc(C(F)(F)F)c1	-3.1	0	-5	-1.2	1	88	7	-10	4
O=C(c1cccc(F)c1)N1CCN(C(=O)c2cc(-c3ccc(Cl)cc3Cl)on2)CC1	2.4	1	-11	1.2	-7	100	-6	-2	-1
CCc1ccc(S(=O)(=O)NCc2cccs2)cc1	-0.6	-4	-18	-0.2	-3	108	-6	10	2
COc1cc(CNc2ccc(CNc3ncn[nH]3)cc2)ccc1OCc1ccccc1	4.2	9	14	3.9	-3	113	-4	8	47*
O=C(O)CC1SC(=Nc2ccccc2)N(c2ccccc2)C1=O (configuration not stated)	-0.6	26	4	0.2	4	/	-13	/	-8
CCN1CCN(C(=S)NCCc2ccccc2)CC1	0.6	9	-4	0.2	-3	103	-15	0	5
CN1CCN(S(=O)(=O)c2cccc(C(=O)N(C)Cc3c(F)cccc3Cl)c2)CC1	-0.3	/	/	-0.1	-5	/	-5	/	/
NS(=O)(=O)c1ccc(CCNC(=O)CCC(=O)c2cccs2)cc1	0.8	/	/	0.0	-1	/	-1	/	/
CCOC(=O)/C=C/C(=O)Nc1ccccc1C(=O)NC1CCCCC1	-2.3	11	8	-0.4	-6	101	-9	0	-8
CCOC(=O)C1CCCN(S(=O)(=O)c2ccc(OC)cc2)C1 (configuration not stated)	0.1	-7	1	0.4	-9	103	-4	3	-15
CCc1c(C)nc2c(C#N)c[nH]n2c1=O	0.6	13	-7	0.2	3	98	2	1	3
Cc1ccc(NS(=O)(=O)c2cccc(C(=O)N3CCCC(C)C3)c2)cc1 (configuration not stated)	-0.2	/	/	1.4	-5	/	-5	/	/
COc1ccccc1NS(=O)(=O)c1ccc(C(=O)N2CCN(c3ccccn3)CC2)cc1	13	/	/	10	-1	/	-12	/	/
COc1ccc(NC(=O)c2cc3n(n2)C(C(F)(F)F)CC(c2ccc4c(c2)OCO4)N3)cc1OC (configuration not stated)	2.6	-5	-1	2.6	/	100	-8	-2	6
Cn1c(SCc2cc(=O)[nH]c(C(C)(C)C)n2)nnc1C(F)(F)F	0.9	8	-13	1.0	-3	95	9	-4	6
N#CC1=C(N)NC(SCC(=O)c2ccc(Br)cc2)=C(C#N)C12CCCCC2	6.5	34	-9	7.8	-3	95	-18	-2	0

Arranged by SMILES length (high to low): some entries from above.
SMILES	OXTR ag	NALP1 yeast inh	GPR7 antagonist	V1aR counter	GalR3 antagonist	MEKK2 WT-MEK5	OXTR potentiate	MEKK2 mut-MEK5	PfM18AAP inh
Cc1ccc(NC(=O)C(C)OC(=O)c2ccc(NS(=O)(=O)c3ccc(F)c(F)c3)cc2)cc1 (configuration not stated)	2.4	31	9	5.5	-4	100	-11	-1	-1
O=C(c1cccc(F)c1)N1CCN(C(=O)c2cc(-c3ccc(Cl)cc3Cl)on2)CC1	2.4	1	-11	1.2	-7	100	-6	-2	-1
CN1CCN(S(=O)(=O)c2cccc(C(=O)N(C)Cc3c(F)cccc3Cl)c2)CC1	-0.3	/	/	-0.1	-5	/	-5	/	/
N#CC1=C(N)NC(SCC(=O)c2ccc(Br)cc2)=C(C#N)C12CCCCC2	6.5	34	-9	7.8	-3	95	-18	-2	0
Cc1ccc(NS(=O)(=O)c2cccc(C(=O)N3CCCC(C)C3)c2)cc1 (configuration not stated)	-0.2	/	/	1.4	-5	/	-5	/	/
COc1cc(CNc2ccc(CNc3ncn[nH]3)cc2)ccc1OCc1ccccc1	4.2	9	14	3.9	-3	113	-4	8	47*
Cn1c(SCc2cc(=O)[nH]c(C(C)(C)C)n2)nnc1C(F)(F)F	0.9	8	-13	1.0	-3	95	9	-4	6
N#Cc1ccc(Oc2cc(C(F)(F)F)nc(-c3ccccn3)n2)cc1	1.8	-4	-23	-0.4	-3	105	2	10	4
NS(=O)(=O)c1ccc(CCNC(=O)CCC(=O)c2cccs2)cc1	0.8	/	/	0.0	-1	/	-1	/	/
O=C(O)CC1SC(=Nc2ccccc2)N(c2ccccc2)C1=O (configuration not stated)	-0.6	26	4	0.2	4	/	-13	/	-8
CCNC(=S)N/N=C(\C)c1cccc(C(F)(F)F)c1	-3.1	0	-5	-1.2	1	88	7	-10	4
CCc1c(C)nc2c(C#N)c[nH]n2c1=O	0.6	13	-7	0.2	3	98	2	1	3

Continuation:
SMILES	OXTR ag	NALP1 yeast inh	GPR7 antagonist	V1aR counter	GalR3 antagonist	MEKK2 WT-MEK5	OXTR potentiate	MEKK2 mut-MEK5	PfM18AAP inh
O=[N+]([O-])C(=C1SCCS1)C(=C(Cl)Cl)N1CCCCC1	-2.9	6	-26	-0.7	-1	100	-22	0	4
C[C@@H](C(=O)NCCc1c[nH]c2ccccc12)[C@H]1C[C@]1(C)[C@H](NC(=O)OCc1ccccc1)c1ccccc1	-0.6	26	11	0.7	0	99	-16	1	4
CCn1c(CSc2nc(C)cc(C)n2)nnc1SCC(=O)Nc1nc(-c2ccccc2)cs1	8.4	22	8	5.8	-5	98	-16	-2	-2
C(=N\NC1=Nc2cccc3cccc1c23)/c1ccccc1	-1.7	36	-18	-1.4	0	92	-3	1	4
CC1(NC(=O)c2cccc(S(=O)(=O)N3CCN(c4ccc(F)cc4)CC3)c2)CCS(=O)(=O)C1 (configuration not stated)	-1.3	/	/	-0.7	-3	/	-9	/	/
COc1cccc(CN2C(=NC(=O)CCC3CCCC3)SC3CS(=O)(=O)CC32)c1 (configuration not stated)	0.9	-10	-10	0.4	0	93	-7	-1	-2
Cc1ccc(NC(=O)COC(=O)[C@@H]2CC(O)CN2S(=O)(=O)c2ccc3c(c2)OCCO3)cc1 (some centres not stated)	2.0	/	/	1.1	-4	/	1	/	/
Cc1ccc2c(c1)c1n[nH]c(=S)nc1n2CCc1ccccc1	-2.0	-2	-5	-1.1	-7	103	-4	6	4
CCN(CC(=O)Nc1c(F)cccc1F)C(=O)c1ccc(N2CCCC2)c([N+](=O)[O-])c1	1.6	/	/	4.5	2	/	-1	/	/
COc1ccccc1CNC(=O)C1CCCN(S(=O)(=O)c2cccc3cccnc23)C1 (configuration not stated)	-1.0	31	-13	0.1	4	95	-10	-1	7
O=C1CCc2cc(S(=O)(=O)N3CCCCC3)cc3c2N1CC3	0.6	/	/	0.6	-6	/	3	/	/
Cc1ccc(Sc2ccc(CN3CCCCC3)cc2[N+](=O)[O-])cc1	-1.3	4	-6	-0.8	-7	127	-8	16	2
CCCSc1ccc([C@@H]2[C@H]3C(=O)N(CC)C(=O)[C@H]3[C@]3(C(=O)OC)CCCCN23)cc1	0.3	/	/	1.8	-2	/	-10	/	/
CC(NC(=O)C(c1ccccc1)c1ccccc1)c1ccccc1 (configuration not stated)	-0.8	/	/	-1.8	-6	/	6	/	/
CCOc1cc(/C=N/n2cnnc2)ccc1OC(=O)c1cccc([N+](=O)[O-])c1	-0.3	-10	3	0.7	-1	103	-6	5	11
Cc1cc(C(=O)Nc2cccc(O)c2)co1	-0.8	0	-4	0.2	-2	104	-1	10	-5
O=C1CC(c2ccc3c(c2)OCO3)c2cc3c(cc2N1)OCCO3 (configuration not stated)	1.1	3	14	2.1	-3	95	-11	-5	11
CCOc1ccc(C2=Nn3c(nnc3-c3ccco3)SC2)cc1	-2.3	17	-5	-1.2	2	93	-13	-7	-12
Cc1cccc(OCC(=O)NNC(=O)C2CCCCC2C(=O)O)c1 (configuration not stated)	0.7	20	-4	0.3	-3	95	-1	-3	3
COc1cc(NC(=O)c2cc3nc(C)cc(C)n3n2)c(OC)cc1Cl	-2.1	20	-5	-0.2	-3	100	-11	0	-1

Reformatted: results already given
structure,OXTR ag,NALP1 yeast inh,GPR7 antagonist,V1aR counter,GalR3 antagonist,MEKK2 WT-MEK5,OXTR potentiate,MEKK2 mut-MEK5,PfM18AAP inh
CC1(NC(=O)c2cccc(S(=O)(=O)N3CCN(c4ccc(F)cc4)CC3)c2)CCS(=O)(=O)C1 (configuration not stated),-1.3,/,/,-0.7,-3,/,-9,/,/
COc1cccc(CN2C(=NC(=O)CCC3CCCC3)SC3CS(=O)(=O)CC32)c1 (configuration not stated),0.9,-10,-10,0.4,0,93,-7,-1,-2

(next part)
SMILES	OXTR ag	NALP1 yeast inh	GPR7 antagonist	V1aR counter	GalR3 antagonist	MEKK2 WT-MEK5	OXTR potentiate	MEKK2 mut-MEK5	PfM18AAP inh
CCN(CC)S(=O)(=O)c1ccc(OC)c(NC(=O)c2ccc(N3CCCC3=O)cc2)c1	0.6	/	/	0.0	-2	/	1	/	/
CCOc1ccc(CCNS(=O)(=O)c2ccc3c(c2)N(C(C)=O)CCO3)cc1OCC	-0.2	1	4	1.6	-2	101	-4	3	-2
COc1ccc(N(CC(=O)N/N=C/c2ccc(-c3ccc([N+](=O)[O-])cc3)o2)S(=O)(=O)c2ccc(C)cc2)cc1Cl	0.3	14	-6	2.4	2	65	-11	-13	-1
O=C1C2C3C=CC(C2C(=O)N1c1nccs1)C1C(=O)N(c2nccs2)C(=O)C31 (configuration not stated)	-0.9	8	-7	0.4	-2	106	1	2	0
CCOC(=O)c1ccccc1NC(=O)c1cccs1	-1.9	9	-4	-1.4	-5	105	4	2	3
CC(OC(=O)COc1ccc(Nc2ccccc2)cc1)C(=O)N(C)c1ccccc1 (configuration not stated)	1.4	/	/	4.7	-4	/	-10	/	/
Cc1cc(OCc2cc(C(=O)N3CCN(C)C(=O)[C@@H]3C)no2)cc(C)c1Cl	15	-10	-6	16	-8	100	-25	3	-2
CCOc1ncccc1C(=O)OCc1c(F)cccc1Cl	-2.8	8	10	-1.2	-5	98	-3	-1	-19
Cc1ccc(NC(=O)C(CC(C)C)NC(N)=O)cc1 (configuration not stated)	-0.1	22	-10	0.8	-4	111	-1	0	-1
CSc1ncccc1C(=O)OCC(=O)N1CCN(C(=O)c2ccco2)CC1	-0.2	/	/	0.2	-5	/	-2	/	/
Cc1occc1-c1nnc(SCC(=O)N2CCCc3ccccc32)n1Cc1ccco1	/	3	4	/	-3	101	/	2	-27
COc1ccc(-c2c(=O)n(OC)c3ccccc3[n+]2[O-])cc1OC	-1.4	15	-7	0.8	-6	108	1	7	6
Cc1ccc(S(=O)(=O)N2CCN(C(=O)Cc3sc(C)nc3-c3ccc(F)cc3)CC2)c(C)c1	-2.3	/	/	-2.0	-2	/	2	/	/

High-throughput results (PubChem BioAssay)
